# Assay outcomes (PubChem)
# ARNT-TACC3 inh: disruptors of human ARNT/TACC3 interaction. AlphaScreen His-ARNT PAS-B/GST-TACC3 binding, luminescence; TACC3 fragment carries E629A point mutation. Q9Y6A5. inhibition, % at 9.99 µM. actives 0.66% (n = 390,000);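 active = mean inhibition of replicates at least 50% and at least half of replicates each reaching 50%; inconclusive = half or more replicates reach 50% but mean below 50%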;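 note: 0% = complete ARNT plus TACC3 wells and 100% = ARNT alone without TACC3; many hits fall short of the cut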
# SIRT5 block: sirtuin-5 (human) deacylase inhibition. Q9NXA8. Purified SirT5, succinyl-peptide AMC, trypsin-coupled fluorescence. inhibition, % at 15 µM. actives 1.1% (n = 330,000); in the data active = inhibition above about 15%; inconclusive = no clear call, values can overlap the other calls
# Target sequence (Q9NXA8 whole entry, looked up): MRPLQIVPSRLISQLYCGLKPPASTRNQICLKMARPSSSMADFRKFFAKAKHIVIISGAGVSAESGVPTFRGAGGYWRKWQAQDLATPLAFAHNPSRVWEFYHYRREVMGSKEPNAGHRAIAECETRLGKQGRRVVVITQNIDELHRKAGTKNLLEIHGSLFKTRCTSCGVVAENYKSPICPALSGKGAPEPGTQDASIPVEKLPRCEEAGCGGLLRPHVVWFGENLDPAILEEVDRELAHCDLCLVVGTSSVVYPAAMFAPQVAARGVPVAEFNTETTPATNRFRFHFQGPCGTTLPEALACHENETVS
# CASP6 VEID inh: blocks human caspase-6 cleavage activity. inhibition, % at 12.5 µM. P55212. purified caspase-6, Z-VEID-R110 cleavage fluorescence. actives 0.53% (n = 350,000);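 active = mean inhibition across replicates at least about 35%, with every replicate also reaching that limit, limit read from the data; inconclusive = only one of the two criteria met; inactive = neither criterion met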;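 note: 0% = median of neutral control wells and 100% = no fluorescence left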
# Target sequence (P55212 24-179 limits assumed): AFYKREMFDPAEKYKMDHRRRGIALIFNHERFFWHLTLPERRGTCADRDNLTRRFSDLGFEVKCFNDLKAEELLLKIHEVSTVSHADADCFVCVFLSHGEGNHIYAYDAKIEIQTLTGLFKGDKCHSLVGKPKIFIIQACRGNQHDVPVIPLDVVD
# Target sequence (P55212 194-293 limits assumed): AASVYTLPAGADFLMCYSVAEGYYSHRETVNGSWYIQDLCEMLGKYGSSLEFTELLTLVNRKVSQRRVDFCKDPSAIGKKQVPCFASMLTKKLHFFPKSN
# EWS-Fli inh: blocks EWS/Fli oncoprotein-driven transcription; A673 NR0B1-luciferase reporter, viability-normalised; inhibition, % at 12.6 µM; actives 0.67% (n = 350,000);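 active = mean inhibition of at least 50% after viability correction, with every replicate also passing that limit; inconclusive = mean reaches 50% but only one of two replicates passes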;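 note: firefly luciferase signal divided by Alamar Blue viability fluorescence both relative to DMSO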
# DENV2 CPE: inhibitors of DENV2 cytopathic effect | actives 1.7% (n = 350,000) | DENV2-infected cells, cytopathic effect rescue, plate reader | AID 651640 | CPE inhibition, % at 9.99 µM; in the data active = CPE inhibition above about 20%, passing the limit was not always enough; inconclusive = no clear call, values can overlap the other calls; tested in BHK-21 cells;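 note: 0% = median of neutral control wells and 100% = median of positive control wells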
# PAX8 inh HTS: PAX8 transcriptional activity inhibition; RMG-I TPO-luciferase reporter, SteadyGlo, 24 h; inhibition, % at 12.6 µM; actives 1.2% (n = 360,000); AID 652154;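 active = mean replicate inhibition at least 60% with every replicate also reaching 60%; inconclusive = only one of the two criteria is met; inactive = mean below 60% and not all replicates reaching 60%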;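 note: luciferase light reporting Pax8 driven TPO promoter activity; plate controls were median of neutral control wells for no effect and mitoxantrone controls for full effect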
# LGR2 inh: inhibitors of bursicon-induced Drosophila LGR2 receptor cAMP signaling. AID 720647. inhibition, % at 9.99 µM. HEK293 LGR2, CRE-luciferase, bursicon-stimulated, 4 h. actives 0.35% (n = 380,000);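 active = drop in luminescence signal, shown as inhibition above about 50% in the replicate tests, limit read from the data, passing the limit was not always enough; inconclusive = probably only some replicates passing the limit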;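 note: agonist challenge used bursicon conditioned medium at about half maximal strength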
# * = called active by the depositor; ? = inconclusive; · = no result given.
# The first 14 compounds as a preview:
SMILES,ARNT-TACC3 inh,SIRT5 block,CASP6 VEID inh,EWS-Fli inh,DENV2 CPE,PAX8 inh HTS,LGR2 inh
CCOC(=O)c1nnn(-c2nonc2N)c1-c1ccccc1Cl,-15,2,-3,-2,-4,-21,-1
Cc1ccc2oc(=O)n(CC(=O)N3CCOCC3)c2c1,-10,-3,4,-4,-2,-8,·
COC(=O)C[C@@H]1CC[C@@H]2[C@@H](COc3ccc(NC(=O)c4cnccn4)cc3C(=O)N2C)O1,10,1,-2,10,-9,-1,5
COc1ccc(-c2c[n+](CC(=O)c3ccccc3)c3n2CCCCC3)cc1,-15,-2,-6,19,-6,18,-12
O=C(Nc1cc(C(F)(F)F)ccc1N1CCOCC1)c1cccs1,·,0,0,·,·,4,-9
Cn1c(=O)c(=O)n(C)c2cc(S(=O)(=O)CCC(=O)Nc3ccccc3C(F)(F)F)ccc21,·,-3,24,-2,?,-13,-15
O=C(Nc1ccc(F)c(Cl)c1)c1cc(-c2ccco2)on1,·,-2,-3,-15,3,14,-93
CC(C)c1ccc2[nH]c(O)c(N=NC(=O)c3cccc(S(=O)(=O)Nc4ccccc4Cl)c3)c2c1,·,-3,·,-8,2,-6,-17
CCOc1ccc(/C(O)=C2/C(=O)C(=O)N(c3ncccn3)C2c2ccc(C)cc2)cc1 (stereo not given),-7,2,0,0,1,-5,0
COC(=O)c1ccc(NC(=S)NCC2CC2)cc1,-12,2,-1,-4,5,-71,-25
O=C(O)c1ccc(CSc2nc3ccc(NC(=O)c4ccccc4C(=O)O)cc3s2)cc1,-2,17*,27,-1,2,-11,11
CC(C)C(OC(=O)c1nsc(Cl)c1Cl)C(=O)NC(C)(C)C (stereo not given),-4,-2,0,8,2,49,-7
COc1ccccc1NC(=O)N1CCCCN2[C@H](CO)[C@H](c3ccc(C#Cc4ccccc4)cc3)[C@@H]2C1,1,5,0,·,25*,2,8
COc1ccc(-c2nnc(N3CCOCC3)c3ccccc23)cc1,-26,0,0,19,?,23,22

# The whole of this part, repeating the preview:
SMILES,ARNT-TACC3 inh,SIRT5 block,CASP6 VEID inh,EWS-Fli inh,DENV2 CPE,PAX8 inh HTS,LGR2 inh
CCOC(=O)c1nnn(-c2nonc2N)c1-c1ccccc1Cl,-15,2,-3,-2,-4,-21,-1
Cc1ccc2oc(=O)n(CC(=O)N3CCOCC3)c2c1,-10,-3,4,-4,-2,-8,·
COC(=O)C[C@@H]1CC[C@@H]2[C@@H](COc3ccc(NC(=O)c4cnccn4)cc3C(=O)N2C)O1,10,1,-2,10,-9,-1,5
COc1ccc(-c2c[n+](CC(=O)c3ccccc3)c3n2CCCCC3)cc1,-15,-2,-6,19,-6,18,-12
O=C(Nc1cc(C(F)(F)F)ccc1N1CCOCC1)c1cccs1,·,0,0,·,·,4,-9
Cn1c(=O)c(=O)n(C)c2cc(S(=O)(=O)CCC(=O)Nc3ccccc3C(F)(F)F)ccc21,·,-3,24,-2,?,-13,-15
O=C(Nc1ccc(F)c(Cl)c1)c1cc(-c2ccco2)on1,·,-2,-3,-15,3,14,-93
CC(C)c1ccc2[nH]c(O)c(N=NC(=O)c3cccc(S(=O)(=O)Nc4ccccc4Cl)c3)c2c1,·,-3,·,-8,2,-6,-17
CCOc1ccc(/C(O)=C2/C(=O)C(=O)N(c3ncccn3)C2c2ccc(C)cc2)cc1 (stereo not given),-7,2,0,0,1,-5,0
COC(=O)c1ccc(NC(=S)NCC2CC2)cc1,-12,2,-1,-4,5,-71,-25
O=C(O)c1ccc(CSc2nc3ccc(NC(=O)c4ccccc4C(=O)O)cc3s2)cc1,-2,17*,27,-1,2,-11,11
CC(C)C(OC(=O)c1nsc(Cl)c1Cl)C(=O)NC(C)(C)C (stereo not given),-4,-2,0,8,2,49,-7
COc1ccccc1NC(=O)N1CCCCN2[C@H](CO)[C@H](c3ccc(C#Cc4ccccc4)cc3)[C@@H]2C1,1,5,0,·,25*,2,8
COc1ccc(-c2nnc(N3CCOCC3)c3ccccc23)cc1,-26,0,0,19,?,23,22
COc1ccc(C(C#N)=Cc2ccccc2OC)cc1,·,·,-1,47,-9,28,12
Cn1cnc(S(=O)(=O)N2CCCCN3[C@H](CO)[C@@H](c4ccc(-c5ccc(F)cc5)cc4)[C@H]3C2)c1,-4,-5,-5,2,14,11,11
CC(=O)C1=C(O)C(=O)N(CCC(=O)O)C1c1ccccc1[N+](=O)[O-] (stereo not given),-2,-2,3,8,3,20,·
CC(=O)N1CCCCN2[C@H](C1)[C@H](c1ccc(-c3cccc(C(=O)N(C)C)c3)cc1)[C@@H]2CO,-6,1,1,-11,0,2,15
C/C=C(/C)C(=O)Nc1cccc(C2=NOC3(C2)C[C@@H](C(N)=O)N(C(=O)CC(c2ccccc2)c2ccccc2)C3)c1 (stereo not given in full),-2,0,7,8,-15,-3,·
CCc1nc(N2[C@H](CO)[C@H](c3ccccc3-c3ccccc3F)[C@@H]2C#N)sc1C,·,1,1,-2,-5,-1,-5
c1ccc2cc(CCCc3cc4ccccc4cn3)ncc2c1,-10,·,-4,-15,·,7,2
COc1cc(NC(=O)CCNC(=O)Cn2cnc3sc4c(c3c2=O)CCCC4)cc(OC)c1OC,-6,-4,-6,6,16,-2,1
COc1ccc(C(=O)NNC(=O)C2=NN(c3ccccc3)C(=O)CC2)cc1,2,1,5,5,2,7,7
Cc1cccc(C)c1NC(=O)C1(N(C(=O)c2ccccn2)c2ccc(O)cc2)CCCCC1,-12,-1,0,0,5,12,·
CC(=O)N/C(=C\c1ccccc1)C(=O)NC(C)C(=O)O (stereo not given),-15,-2,-1,-12,5,2,23
Cc1ccc(NC(=O)c2cnn(-c3ccccc3)c2C)cc1C,-8,4,0,56*,-3,1,85*
O=C(C[C@H]1C=C[C@@H](NC(=O)c2ccccc2)[C@H](CO)O1)Nc1ccc(-c2ccccc2)cc1,-5,5,-3,-16,-4,52,11
CNC(=O)C[C@H]1CC[C@@H]2[C@H](COC[C@H](O)CN2Cc2ccc(C(F)(F)F)cc2)O1,1,1,4,·,2,·,1
O=C(NCc1ccncc1)c1csc([C@@H]2O[C@H](CO)[C@@H](O)[C@H]2O)n1,·,·,5,-11,-10,9,-20
CCCc1cc(=O)oc2c(C)c(OC(C)C(=O)NCc3ccccn3)ccc12 (stereo not given),0,-6,7,·,-4,18,0
CCS(=O)(=O)N1[C@H](CO)[C@H](c2ccc(C#Cc3ccccc3F)cc2)[C@@H]1C#N,12,-2,-1,-2,?,32,-13
COc1ccc(-n2nnnc2CNC(=O)c2c(-c3ccccc3Cl)noc2C)cc1,·,·,5,-5,5,-2,13
Cc1cccc(Nc2nc(NCCCN3CCOCC3)nc(N)c2[N+](=O)[O-])c1,·,-1,1,-14,3,16,·
O=C(O)C1CSC2c3ccccc3C(=O)N12 (stereo not given),-26,0,4,-3,-2,·,8
O=C1CN(C(=O)CSc2nnc3ccccn23)c2ccccc2N1,-18,-6,-1,-6,·,-13,-4
COc1ccc(-c2nn(-c3ccccc3)cc2C(=O)n2nnc3ccccc32)cc1,·,-1,-5,·,·,·,5
CCOC(=O)c1[nH]c(=S)n(-c2ccccc2)c1C(=O)OCC,·,1,·,-8,-2,-14,·
CN1CCc2nc(SCc3ccc(Cl)cc3)c(C#N)c(-c3cccs3)c2C1,·,-5,1,-6,-5,·,29
CC(C)(C)NS(=O)(=O)c1ccc(CCC(=O)NCc2ccccn2)cc1,4,-7,0,3,-3,14,6
Cc1ccc(CNc2nc(N)c([N+](=O)[O-])c(NCCO)n2)cc1,-7,5,-1,3,-1,-16,4
Cc1ccc2c(c1)/C(=C/c1ccco1)C(=O)N2,8,-1,4,4,·,5,13
CC(C)(C)C(=O)NC(=S)Nc1ccc(F)cc1,-11,-7,0,-33,-14,-41,·
CCCNC(=O)Nc1ccc2c(c1)C(=O)N(C)C[C@H](OC)[C@@H](C)CN(C)[C@H](C)CO2,-8,-6,-5,-9,-12,·,7
CO[C@H]1CN(C)C(=O)c2cc(NC(=O)C3CC3)ccc2OC[C@@H](C)N(C(=O)NC(C)C)C[C@@H]1C,·,·,·,-5,·,-11,2
O=C(NC(C(=O)N/N=C/c1ccncc1)c1n[nH]c(=O)c2ccccc12)c1ccccc1 (stereo not given),1,-6,10,-10,4,-52,2
O=C(Cc1ccccc1)CC(CC(=O)c1ccccc1)c1ccccc1 (stereo not given),·,-4,-1,-9,-1,4,-9
CC(=O)c1ccc(OCC(=O)N2CCCC2c2ccc3c(c2)OCCCO3)cc1 (stereo not given),-32,7,0,2,3,·,2
CCOc1ccc(NC(=O)COc2ccc(C(=O)NCCc3ccccc3)cc2)cc1,-3,-3,2,-9,-10,73*,-1
O=C(CCc1nc2ccccc2s1)NC1CCOC1=O (stereo not given),4,-3,0,9,5,2,4
CC(C)NC(=O)C1(C)CCN1C(=O)c1ccccc1F (stereo not given),·,·,-3,-12,-9,-5,-12
# Other entries follow.
SMILES,ARNT-TACC3 inh,SIRT5 block,CASP6 VEID inh,EWS-Fli inh,DENV2 CPE,PAX8 inh HTS,LGR2 inh
CCCCCN1C/C=C\C(c2ccc(OC)cc2)N(Cc2ccc(F)cc2)C(=O)C1 (stereo not given),4,·,-1,12,·,1,-23
COc1cccc(/C=C2\CCCCC2=O)c1,4,·,1,-2,-1,-12,-29
C[C@H](CO)N1C[C@H](C)[C@@H](CN(C)Cc2ccc3c(c2)OCO3)Oc2c(NC(=O)NC3CCCCC3)cccc2C1=O,19,1,0,4,17,15,5
CCNC(=S)N=Nc1c(O)[nH]c2ccc(C(C)C)cc12,8,1,-1,11,-2,9,11
O=C(OCc1nnc(-c2ccccc2Br)o1)c1ccco1,4,1,4,-5,10,-3,-16
Cc1ccc(S(=O)(=O)NC(=O)Nc2c(C)n(C)n(-c3ccccc3)c2=O)cc1,0,-3,-2,5,7,·,5
Cc1ccc(S(=O)(=O)N(C)C[C@H]2Oc3c(NS(=O)(=O)c4ccccc4)cccc3C(=O)N([C@@H](C)CO)C[C@@H]2C)cc1,1,-2,0,-5,4,·,-1
O=C(C(=S)N1CCOCC1)c1c[nH]c2ccccc12,-17,-5,-1,3,-5,-3,6
CCN(C(=O)Cn1nnc(-c2ccccc2)n1)C1CCS(=O)(=O)C1 (stereo not given),-1,-5,-1,3,?,4,1
CC12COC3(C(=O)N4CCN(c5ccccn5)CC4)CC1CCC32C (stereo not given),-9,11,0,4,4,10,10

# Rows were taken by chance (roughly 4.9% active in at least one column).
